ABCG2 block: ABCG2 efflux pump inhibitors, primary screen, multiplex with ABCB1, IgMXP3 cells, flow cytometry; Broad substrate specificity ATP-binding cassette transporter ABCG2 (Homo sapiens), Q9UNQ0; JC-1 efflux; inhibition, % at 6.6 µM; actives 0.1% (n = 190,000);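 active = inhibition above 80%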;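 also: 0% = DMSO and 100% = nicardipine control wells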
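Test system: IgMXP3 (ABCG2) plus far-red-tagged CCRF-Adr (ABCB1) cells. Reagent: JC-1 dye as substrate. Timing: 10 min exposure at 25 °C with rotation, no wash. Measured by: flow cytometric JC-1 green MFI at 530 nm. Read-out: percent efflux inhibition, scaled nicardipine 100% to DMSO 0%. Control set: nicardipine and DMSO wells.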
Avidin fluor: green autofluorescence of compounds with avidin beads – biophysical, 488/530 nm, flow cytometry, artefact control, profiling panel; actives 0.38% (n = 220,000); fluorescence (KMESF) at 10 µM; compound fluorescence 488/530 nm; hits give high values; AID 1775, 2009; in the data active = fluorescence above about 47; also: inactives centre near 10
ABCB1 inh: ABCB1 efflux pump inhibitors, primary screen, cell-based, multiplex, flow cytometry, ABCG2 counter-screen; ATP-dependent translocase ABCB1 (Homo sapiens), P08183; CCRF-Adr cells, JC-1 efflux; actives 0.067% (n = 190,000); AID 1326, 2008; inhibition, % at 6.6 µM; in the data active = inhibition above about 40%;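 also: 0% = vehicle and 100% = reference inhibitor; higher value means more JC-1 retained so stronger ABCB1 efflux block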
Target sequence (P08183 whole entry, looked up): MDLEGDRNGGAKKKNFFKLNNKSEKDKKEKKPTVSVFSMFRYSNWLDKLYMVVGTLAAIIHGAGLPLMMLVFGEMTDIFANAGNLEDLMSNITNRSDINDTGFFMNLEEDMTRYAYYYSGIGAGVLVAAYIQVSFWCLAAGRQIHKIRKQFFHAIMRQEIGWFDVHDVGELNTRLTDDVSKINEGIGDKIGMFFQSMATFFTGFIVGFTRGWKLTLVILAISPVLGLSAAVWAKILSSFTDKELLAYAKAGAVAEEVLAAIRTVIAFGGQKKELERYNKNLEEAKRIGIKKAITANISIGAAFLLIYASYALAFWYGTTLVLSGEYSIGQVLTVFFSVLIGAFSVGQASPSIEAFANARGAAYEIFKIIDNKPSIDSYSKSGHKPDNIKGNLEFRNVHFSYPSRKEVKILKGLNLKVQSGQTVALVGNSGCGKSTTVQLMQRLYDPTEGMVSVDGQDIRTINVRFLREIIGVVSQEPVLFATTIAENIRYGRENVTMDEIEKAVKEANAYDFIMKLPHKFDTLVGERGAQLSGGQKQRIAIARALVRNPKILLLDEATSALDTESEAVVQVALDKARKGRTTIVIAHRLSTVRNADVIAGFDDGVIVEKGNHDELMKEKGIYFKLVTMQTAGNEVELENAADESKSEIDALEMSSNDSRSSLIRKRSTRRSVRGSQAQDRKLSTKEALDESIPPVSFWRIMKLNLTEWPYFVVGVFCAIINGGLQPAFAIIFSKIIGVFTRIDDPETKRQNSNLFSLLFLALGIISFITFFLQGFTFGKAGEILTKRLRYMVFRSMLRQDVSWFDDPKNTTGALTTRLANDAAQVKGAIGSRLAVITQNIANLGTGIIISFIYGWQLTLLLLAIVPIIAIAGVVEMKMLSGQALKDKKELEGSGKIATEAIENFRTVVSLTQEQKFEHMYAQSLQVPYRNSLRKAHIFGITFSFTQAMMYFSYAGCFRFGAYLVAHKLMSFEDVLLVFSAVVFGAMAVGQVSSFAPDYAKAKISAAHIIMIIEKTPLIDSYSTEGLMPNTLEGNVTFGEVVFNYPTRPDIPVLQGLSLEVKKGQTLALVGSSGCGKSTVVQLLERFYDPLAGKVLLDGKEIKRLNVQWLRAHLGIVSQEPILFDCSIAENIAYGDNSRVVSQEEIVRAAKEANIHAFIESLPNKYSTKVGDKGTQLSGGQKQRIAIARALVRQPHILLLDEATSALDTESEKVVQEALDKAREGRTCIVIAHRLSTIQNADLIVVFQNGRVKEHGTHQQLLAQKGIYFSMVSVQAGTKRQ
GSH bead fluor: compound fluorescence on glutathione beads, profiling panel, artefact control, biophysical, 488/530 nm, flow cytometry. actives 0.25% (n = 190,000). fluorescence (KMESF) at 10 µM. GSH beads flow cytometry, compound fluorescence 488/530 nm; hits give high values; in the data active = fluorescence above about 89;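 also: glutathione beads carrying GST-tagged Bcl family fusion proteins plus one bare bead set; values are compound well signal with DMSO vehicle wells as background; inactives centre near 16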
Cdc42 wt GTP: modulators of GTP binding to wildtype Cdc42, primary screen, biochemical, multiplex bead flow cytometry, Bodipy-GTP; actives 0.2% (n = 190,000); AID 761, 2007; GST-Cdc42 beads; actives lie on both sides; Cell division control protein 42 homolog (Homo sapiens), P60953; percent activity (GTP binding), % at 10 µM;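 active = percent activity GTP binding at least 20 points away from the 100% baseline, either down as inhibitor or up as activator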;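 also: median bead fluorescence of bound Bodipy-FL-GTP at 100 nM; 0% = excess unlabeled GTP control and 100% = no compound control; below 100% means less GTP binding so inhibitor and above means activator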
Rab7 wt GTP bind: modulators of GTP binding to Rab7, primary screen, biochemical, wildtype, multiplex bead flow cytometry | actives 0.055% (n = 190,000) | GTP binding activity (percent of control), % at 10 µM | GST-Rab7 beads, fluorescent GTP binding; actives lie on both sides; untreated = 100%, excess cold GTP = 0% | Rab7 GTPase wild type (dog), Bodipy-FL-GTP binding | AID 758, 2007;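 active = fluorescent GTP binding to Rab7 beads changed by at least 20 points from the 100% baseline, either direction, mostly lower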;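 also: median green fluorescence of bound Bodipy-FL-GTP per Rab7 bead population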
Rac1 wt GTP bind: wildtype Rac1 GTP binding modulators, primary screen, biochemical, GST-Rac1 beads, flow cytometry, multiplex; GTP binding activity (% of control), % at 10 µM; Ras-related C3 botulinum toxin substrate 1 (Homo sapiens), P63000; actives 0.27% (n = 190,000); fluorescent GTP binding; actives lie on both sides; 0 = cold GTP competed, 100 = untreated;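 active = GTP binding activity at least 20 points away from the 100% control level, either lower or higher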
HRas wt GTP: modulators of GTP binding to HRas wildtype, primary screen, biochemical, bead-based flow cytometry, multiplex. GTPase HRas (Homo sapiens), P01112. GST-Ras wt beads, Bodipy-FL-GTP binding; actives lie on both sides. GTP binding activity, % at 10 µM. actives 0.14% (n = 190,000);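 active = GTP binding activity at least 20% away from the 100% baseline, either lowered as inhibitor or raised as activator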;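 also: 0% = unlabeled GTP competition control and 100% = no-compound control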
Pf gamet viab: late stage P. falciparum gametocyte viability inhibitors, primary screen, ATP luminescence, HTS; P. falciparum stage V gametocytes, 24 h; inhibition, % at 10.9 µM; actives 0.065% (n = 150,000);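 active = inhibition above the mean plus 3 SD of compounds within the control limits, set per campaign, cut at about 38% in these data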;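 also: 0% = DMSO wells and 100% = medium only without gametocytes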
Rac1 act GTP bind: GTP binding modulators of activated mutant Rac1, primary screen, biochemical, bead-based flow cytometry, multiplex, fluorescent GTP. Ras-related C3 botulinum toxin substrate 1 (Homo sapiens), P63000. GST-Rac1 activated beads; actives lie on both sides; 100% means binding = to untreated wells. percent activity (GTP binding), % at 10 µM. actives 0.11% (n = 190,000). AID 764, 2007;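 active = GTP binding at least 20 percentage points away from the 100% baseline, in either direction, so actives lie on both sides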
Rab2A wt mod: modulators of GTP binding to Rab2A wildtype, primary screen, biochemical, dog, bead-based flow cytometry, multiplex. Ras-related protein Rab-2A (Canis lupus familiaris), P61105. GST-Rab2 wt beads, Bodipy-GTP binding. GTP binding activity, % at 10 µM. actives 0.19% (n = 190,000). AID 760, 2007;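 active = GTP binding activity at least 20 points away from 100%, either lowered or raised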;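 also: 0% = beads with excess unlabeled GTP and 100% = no-compound control corrected for plate trend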
An asterisk follows results filed as active; · = not tested or not shown. No enrichment for hits; any-hit rate near 1.1%.

SMILES	ABCG2 block	Avidin fluor	ABCB1 inh	GSH bead fluor	Cdc42 wt GTP	Rab7 wt GTP bind	Rac1 wt GTP bind	HRas wt GTP	Pf gamet viab	Rac1 act GTP bind	Rab2A wt mod
COC(=O)c1cc(NC(=O)c2ccc(C)cc2)c(=O)oc1C	6	8	0.4	15	93	97	98	97	-9	95	96
Cc1ccc2nsnc2c1S(=O)(=O)NCc1ccc2c(c1)OCO2	7	6	1.3	21	100	100	104	102	·	100	97
Cn1c(N)c(C(=O)COC(=O)c2cc(C3CC3)nc3ccccc23)c(=O)n(C)c1=O	10	9	0.8	15	100	94	101	97	2	98	96
COc1ccc(OC(C)C(=O)Nc2cccc(OC)c2)cc1 (stereo not given)	3	19	0.1	28	100	103	106	101	-7	99	100
CC(C)n1c(N2CCN(C(=O)NCc3ccccc3)CC2)nc2ccccc21	2	16	0.9	25	100	98	100	100	-7	98	101
Cc1cccc(S(=O)(=O)NCCC(=O)OCC(=O)Nc2ccc(C#N)cc2)c1	6	14	0.6	7	97	96	98	96	-10	96	93
COCCCNC(=O)C1CC(=O)N(CCc2ccccc2)C1 (stereo not given)	1	8	0.1	4	99	91	99	97	·	96	94
Cc1ccnc(SCc2cn3c(C)cc(C)nc3n2)n1	3	8	0.3	12	92	109	96	98	-5	96	97
O=C(CCc1c[nH]c2ccccc12)N=Nc1c(O)[nH]c2ccccc12	6	26	0.8	11	94	100	97	97	-8	94	98
Cc1nc2[nH]onc2c2nccc(=O)c12	1	14	-0.7	32	99	103	103	101	·	96	99
O=C(NCc1ccccc1Cl)C1CCCN(c2nc3ccsc3c(=O)s2)C1 (stereo not given)	-2	13	0.1	15	94	95	96	92	·	96	94
CC(=NC1CCCC1)c1c(C)[nH]n(-c2nc3ccccc3s2)c1=O	44	13	4.3	35	104	101	103	100	23	99	103
CCOC(=O)CSc1nnc(-c2ccccc2OC)o1	15	14	-0.1	35	103	101	110	103	·	103	102
O=C(CCCSc1ccccc1)Nc1nc(-c2ccco2)c(-c2ccco2)s1	-8	16	-1.1	4	93	93	95	93	5	95	94
Cc1ccccc1S(=O)(=O)/N=C(/Nc1c(C)n(C)n(-c2ccccc2)c1=O)c1ccccc1	0	24	0.1	14	94	101	94	97	-39	94	96

A different layout for three compounds above:
Results follow in this order: ABCG2 block	Avidin fluor	ABCB1 inh	GSH bead fluor	Cdc42 wt GTP	Rab7 wt GTP bind	Rac1 wt GTP bind	HRas wt GTP	Pf gamet viab	Rac1 act GTP bind	Rab2A wt mod
COc1ccc(OC(C)C(=O)Nc2cccc(OC)c2)cc1 (stereo not given)
    3	19	0.1	28	100	103	106	101	-7	99	100
COCCCNC(=O)C1CC(=O)N(CCc2ccccc2)C1 (stereo not given)
    1	8	0.1	4	99	91	99	97	·	96	94
O=C(CCCSc1ccccc1)Nc1nc(-c2ccco2)c(-c2ccco2)s1
    -8	16	-1.1	4	93	93	95	93	5	95	94

Five compounds drawn at random from the list so far:
SMILES	ABCG2 block	Avidin fluor	ABCB1 inh	GSH bead fluor	Cdc42 wt GTP	Rab7 wt GTP bind	Rac1 wt GTP bind	HRas wt GTP	Pf gamet viab	Rac1 act GTP bind	Rab2A wt mod
CC(C)n1c(N2CCN(C(=O)NCc3ccccc3)CC2)nc2ccccc21	2	16	0.9	25	100	98	100	100	-7	98	101
Cn1c(N)c(C(=O)COC(=O)c2cc(C3CC3)nc3ccccc23)c(=O)n(C)c1=O	10	9	0.8	15	100	94	101	97	2	98	96
CCOC(=O)CSc1nnc(-c2ccccc2OC)o1	15	14	-0.1	35	103	101	110	103	·	103	102
COC(=O)c1cc(NC(=O)c2ccc(C)cc2)c(=O)oc1C	6	8	0.4	15	93	97	98	97	-9	95	96
Cc1cccc(S(=O)(=O)NCCC(=O)OCC(=O)Nc2ccc(C#N)cc2)c1	6	14	0.6	7	97	96	98	96	-10	96	93

The list goes on.
SMILES	ABCG2 block	Avidin fluor	ABCB1 inh	GSH bead fluor	Cdc42 wt GTP	Rab7 wt GTP bind	Rac1 wt GTP bind	HRas wt GTP	Pf gamet viab	Rac1 act GTP bind	Rab2A wt mod
[S-]C(=Nc1ccc(Cl)cc1)N[n+]1ccccc1	-4	4	-0.6	7	103	104	103	104	7	101	96
O=C(N=C1c2ccccc2CN1c1ccc(F)cc1)c1ccc(Cl)nc1	19	7	1.2	16	100	100	104	100	·	100	99
Cc1nc2ccc(F)cc2cc1C(=O)NC(C)C	0	5	0.2	4	98	95	97	97	·	96	96
OCCN(Cc1ccccc1)Cc1ccccc1F	0	17	0.7	36	101	99	104	98	-14	100	98
C(=N\NC1=Nc2cccc3cccc1c23)/c1ccccc1	-6	13	-0.3	13	96	100	100	103	3	99	103
O=C(O)c1cn(-c2ccccc2)nc1-c1ccncc1	5	8	0.7	26	102	98	100	101	16	100	101
Cc1cc(OCC(=O)N2CCCC2)ccc1Cl	15	28	0.8	23	106	102	109	102	·	101	102
O=C(CSc1nnnn1-c1ccc2c(c1)OCCO2)OC1CCCCC1	1	12	-0.1	25	95	95	95	95	1	93	95
OCC1(CCc2ccccc2)CCN(Cc2ccc(OC(F)F)cc2)CC1	9	10	0.9	10	97	101	99	98	4	95	98
O=c1[nH]c2ccccc2c(O)c1-c1ccccc1[N+](=O)[O-]	3	13	0.3	14	98	94	99	96	-3	95	96
O=C(O)[C@@H]1[C@@H]2C[C@@H]2CN1c1ncccc1[N+](=O)[O-]	2	8	0.5	9	96	96	97	98	0	94	97
COc1cccc(C=NCC(C)N=Cc2cccc(OC)c2O)c1O (stereo not given)	2	10	0.2	7	95	99	99	98	3	96	96
CCCc1nc(SCC(=O)Nc2ccccc2OC)c2c(=O)n(C)c(=O)n(C)c2n1	1	5	0.6	21	97	98	101	98	·	96	98
N#Cc1c(-c2ccccc2)cc(C2CC2)nc1SCC(=O)c1cccs1	1	6	0.3	22	103	100	103	103	-1	100	103
CC(SCc1ccccc1)C(=O)NCc1ccccn1 (stereo not given)	1	10	0.4	26	97	98	100	98	-17	96	96
O=C(CSc1nnc(-c2ccco2)n1Cc1ccccc1)NC(=O)NCc1ccco1	1	5	0.5	12	96	99	99	100	·	96	98
COc1cccc(-c2cc(C(=O)O)no2)c1	-9	9	-1.0	27	96	100	99	95	·	94	95
COC(=O)C1C2C=CC3(CN(c4ccc(Cl)c(F)c4)C(=O)C13)O2 (stereo not given)	2	8	0.3	24	103	102	109	103	·	104	101
COc1ccc([C@@H]2C[C@H]3CN(c4ccccc4)C(=O)[C@]34CCCN24)c(OC)c1OC	11	9	2.2	10	100	106	101	100	0	98	102
C=C1C(=O)[C@@]23[C@H](O)C[C@@H]4C(C)(C)CC[C@H](O)[C@]4(C)[C@@H]2C[C@H](O)[C@@H]1[C@H]3O	0	6	0.3	18	104	102	105	100	·	99	101
CC(NC=C1C(=O)OC(C)(C)OC1=O)C(=O)O (stereo not given)	1	6	-0.4	13	97	94	98	96	23	97	96
CCOC(=O)Cn1c(=O)c2c(nc(Br)n2Cc2ccccc2Cl)n(C)c1=O	6	21	0.5	10	98	101	103	99	·	99	97
Cc1cc2cc(CNC(=O)c3cccs3)ccc2[nH]1	0	6	0.2	25	95	99	99	98	·	96	97
CC1(C)CC(=O)C2=C(C1)OC1OC(=O)CC21C (stereo not given)	1	10	-0.1	15	92	101	92	95	1	93	99
Cc1snc(S(=O)(=O)Cc2c(Cl)cccc2Cl)c1C#N	3	27	0.6	24	105	100	106	102	-13	101	101
Cc1cc(N/N=C/c2cccc(Cl)c2)nc(NCc2ccccc2)n1	0	12	-0.1	11	101	98	101	99	3	97	100
COCCNC(=S)Nc1ccccc1Cc1ccccc1	4	11	1.1	16	98	97	98	100	-16	98	99
Cc1ccc(S(=O)(=O)N(C)C)cc1NC(=O)COC(=O)CCC(=O)c1ccc(F)cc1	6	11	0.4	19	102	100	101	100	5	98	98

High-throughput results from PubChem.
